MITF primary: inhibitors of human MITF; O75030; AlphaScreen MITF homodimerization, bead proximity signal; inhibition, % at 2.6 µM; hit rate 0.91% among 650,000; AID 1259374; in the data active = inhibition above about 50%;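 also: 0% = vehicle wells with protein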
Target sequence (O75030 whole entry, looked up): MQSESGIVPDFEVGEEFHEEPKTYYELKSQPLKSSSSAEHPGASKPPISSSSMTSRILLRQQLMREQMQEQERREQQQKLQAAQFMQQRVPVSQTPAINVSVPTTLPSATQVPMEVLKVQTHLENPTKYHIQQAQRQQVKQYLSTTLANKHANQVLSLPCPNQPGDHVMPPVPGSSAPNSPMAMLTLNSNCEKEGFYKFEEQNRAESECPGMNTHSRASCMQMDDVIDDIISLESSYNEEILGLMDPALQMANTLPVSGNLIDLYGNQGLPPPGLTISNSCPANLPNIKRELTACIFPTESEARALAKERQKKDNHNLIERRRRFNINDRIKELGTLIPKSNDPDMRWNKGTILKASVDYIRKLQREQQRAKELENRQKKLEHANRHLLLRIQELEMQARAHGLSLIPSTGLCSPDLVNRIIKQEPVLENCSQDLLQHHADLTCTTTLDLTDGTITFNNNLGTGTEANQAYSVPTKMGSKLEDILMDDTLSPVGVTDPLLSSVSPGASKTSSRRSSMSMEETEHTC
FBW7 act: human FBW7 E3 ligase activation, primary screen. AID 1259310. normalized activity (activation), % at 26.1 µM. AlphaScreen FBW7–phospho-cyclin E peptide binding, activator screen. hit rate 0.13% among 650,000. Q969H0; in the data active = normalized activity above about 1.9%;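 also: purified mutant Fbw7 with reduced substrate affinity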
TEAD-YAP inh: TEAD-YAP interaction inhibition; inhibition, % at 9.12 µM; hit rate 1.4% among 640,000; HEK-TIYL cells, TEAD-Gal4/YAP UAS-luciferase luminescence; in the data active = inhibition above about 32%;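 also: 0% = median of test compound wells and 100% = reference inhibitor wells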
GPR151 activ: activators of human GPR151; activation, % at 11.2 µM; hit rate 1% among 650,000; PathHunter beta-arrestin GPR151 cells, luminescence; Q8TDV0; in the data active = activation above about 4.9%;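 also: 0% = median of compound wells and 100% = cells with positive control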
Target sequence (Q8TDV0 whole entry, looked up): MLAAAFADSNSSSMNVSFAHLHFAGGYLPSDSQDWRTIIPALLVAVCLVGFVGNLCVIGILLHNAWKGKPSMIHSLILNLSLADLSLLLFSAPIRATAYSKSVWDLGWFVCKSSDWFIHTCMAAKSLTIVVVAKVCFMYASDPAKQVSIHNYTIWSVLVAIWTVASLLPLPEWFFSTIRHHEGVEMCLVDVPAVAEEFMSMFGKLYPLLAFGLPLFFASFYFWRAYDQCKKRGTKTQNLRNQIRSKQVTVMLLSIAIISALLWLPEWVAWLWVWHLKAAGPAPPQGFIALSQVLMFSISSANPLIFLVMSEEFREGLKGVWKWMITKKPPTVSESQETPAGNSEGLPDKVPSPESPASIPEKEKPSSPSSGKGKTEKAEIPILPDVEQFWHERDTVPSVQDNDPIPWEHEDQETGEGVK
An asterisk follows results filed as active; / = not tested or not shown. Outcome played no part in choosing rows; any-hit rate near 3.5%.

A first look (3 entries):
SMILES	MITF primary	FBW7 act	TEAD-YAP inh	GPR151 activ
O=C(COc1ccc(Cl)cc1)Oc1ccc2ccccc2c1	4.4	0.1	-13.4	-2.7
CCN(CC)C(=O)CN1C(=O)C2(NN=C(c3ccc(C)cc3)S2)c2ccccc21 (configuration not stated)	22.4	-0.2	10.1	-1.1
CCOC(=O)/C=C(\C)N1N=C(c2cccc([N+](=O)[O-])c2)CC1c1ccc(OC)cc1 (configuration not stated)	-6.1	-0.2	3.8	-0.2

The list itself, from the first entry:
SMILES	MITF primary	FBW7 act	TEAD-YAP inh	GPR151 activ
O=C(COc1ccc(Cl)cc1)Oc1ccc2ccccc2c1	4.4	0.1	-13.4	-2.7
CCN(CC)C(=O)CN1C(=O)C2(NN=C(c3ccc(C)cc3)S2)c2ccccc21 (configuration not stated)	22.4	-0.2	10.1	-1.1
CCOC(=O)/C=C(\C)N1N=C(c2cccc([N+](=O)[O-])c2)CC1c1ccc(OC)cc1 (configuration not stated)	-6.1	-0.2	3.8	-0.2
CCOc1ccc(C(=O)/C=C(\Nc2ccc(OC)cc2)C(=O)O)cc1	-1.6	-0.1	-16.6	-0.3
Cc1ccc(Cn2nnc3c(=O)n(CC(=O)NCC4CCCO4)cnc32)cc1 (configuration not stated)	11.4	-0.5	-8.0	0.0
CCCOc1ccnc2c1c(=O)n(Cc1cccnc1)c(=O)n2C	4.7	1.1	-12.4	-0.1
COc1cc(NC2c3ncccc3C(=O)N2Cc2ccc(F)cc2)cc(OC)c1OC (configuration not stated)	-5.4	0.1	-4.9	-0.7
COc1ccc(C(=O)N(CC#N)CC#N)cc1OC	6.7	0.0	-2.2	0.1
O=c1c(S(=O)(=O)c2ccccc2)c[nH]c2ccccc12	-1.6	-0.1	-2.8	1.2
Cn1nnnc1SCC(=O)c1ccc(C#N)cc1	4.5	0.0	1.3	-2.2

3 compounds drawn at random from the list so far:
SMILES	MITF primary	FBW7 act	TEAD-YAP inh	GPR151 activ
CCOc1ccc(C(=O)/C=C(\Nc2ccc(OC)cc2)C(=O)O)cc1	-1.6	-0.1	-16.6	-0.3
CCN(CC)C(=O)CN1C(=O)C2(NN=C(c3ccc(C)cc3)S2)c2ccccc21 (configuration not stated)	22.4	-0.2	10.1	-1.1
O=C(COc1ccc(Cl)cc1)Oc1ccc2ccccc2c1	4.4	0.1	-13.4	-2.7

(more compounds)
SMILES	MITF primary	FBW7 act	TEAD-YAP inh	GPR151 activ
CSc1nc(N)c2c3c(sc2n1)COC(C(C)C)C3 (configuration not stated)	-6.1	0.0	-10.0	0.2
COc1ccccc1NC(=O)c1ccc2c(c1)C(=O)N(CC1CCCO1)C2=O (configuration not stated)	-4.3	0.0	5.1	-0.3
CCCCCCCCCCOc1cc2c(=O)c(C(=O)OCC)c[nH]c2cc1OCC	-1.1	0.4	-0.3	1.0
CC(=O)c1ccc(-c2cccc3cnc(Nc4ccc(-n5cnc(C)n5)cc4)nc23)cc1	10.7	0.8	5.9	1.8
Cc1cc(=O)[nH]c(NC2CCCCC2)n1	10.2	-0.1	8.7	2.0
c1ccc(CNc2nc(NCCN3CCOCC3)nc3nc[nH]c23)cc1	-0.6	-0.1	-0.9	0.4
Cc1c(S(=O)(=O)N2CCCC2c2ccc(F)cc2)cnn1-c1ccccc1 (configuration not stated)	9.5	-0.2	-5.8	-0.2
COc1ccc(-c2noc(C3CCCN(C(=O)Cc4ccccc4)C3)n2)cc1 (configuration not stated)	13.1	0.4	-4.3	-0.9
COCCCNC(=O)C(CC(N)=O)NC(=O)OCc1ccccc1 (configuration not stated)	-13.8	0.1	-17.6	0.1
O=C1CCCC2=C1C(c1ccccc1)Nc1ccccc1N2 (configuration not stated)	7.2	0.0	-0.8	1.2
CC(C)CNC(=O)C(=O)N/N=C/c1ccccc1F	-15.9	0.0	-3.5	-0.6
COc1ccc(Cl)cc1S(=O)(=O)N1CCN(CC(=O)C(C)(C)C)CC1	-5.8	-0.1	-4.7	-2.7
Cc1ccc(-c2nc3ncccc3o2)cc1NC(=O)c1cc([N+](=O)[O-])ccc1Cl	0.5	0.1	-2.0	0.3
Cc1cc(Cl)cc2c1N[C@H](c1ccncc1)C1CC=CC21 (some centres not stated)	-4.2	-0.2	-1.5	-0.7
COc1ccc(S(=O)(=O)N(CC(=O)O)c2ccccc2)cc1OC	13.8	-0.1	-7.9	-1.4
CSc1cccc(N2CC(C(=O)O)CC2=O)c1 (configuration not stated)	6.9	0.0	-1.9	0.5
CCC(=O)Nc1ccc(NC(=O)CSc2nnnn2Cc2ccccc2)cc1C	-5.4	0.0	1.4	0.7
Cc1ccc(CNC(=O)CCC2CCCN(C(=O)c3cnsn3)C2)o1 (configuration not stated)	-10.9	-0.2	0.9	0.2
Cc1[nH]nc2c1C(c1ccccc1)CC(c1ccccc1)=C2 (configuration not stated)	-4.8	-0.1	0.2	2.1
CCCCN(C)C(=O)CNC(=O)Cn1cnc2sc3c(c2c1=O)CCCC3	4.0	-0.1	5.1	-0.2
O=C1NC(=Nc2ccc(Cl)cc2)SC1Cc1ccc(Cl)cc1 (configuration not stated)	-4.1	-0.3	0.0	-0.6
COc1ccc(/C(C)=N/NC(=O)CNc2cccc(Cl)c2)cc1	0.2	0.0	0.7	1.3
CC(=O)NNC(=O)c1cccc(Br)c1	19.6	1.7	-1.4	-0.4
CCC1CCCCN1C(=O)c1sc2ncn(CCOC)c(=O)c2c1C (configuration not stated)	10.2	0.5	5.5	0.7
O=C(Nc1ccc2[nH]c(=O)nc(-c3ccccc3)c2c1)c1ccccc1	-0.6	0.6	9.7	-0.2
CCOc1ccc2c(c1)-c1c(ssc1=S)C(C)(C)N2C(=O)c1cccc(OC)c1	23.2	-0.1	-28.9	1.5
CCOc1ccc(-n2nc(C(=O)N3CCN(c4ccc(OC)cc4)CC3)c3ccccc3c2=O)cc1	5.5	0.0	5.2	0.4
CC1CC(C)CN(S(=O)(=O)c2ccc(F)c(C(=O)NCc3ccc(F)cc3)c2)C1 (configuration not stated)	-5.1	0.0	-3.2	0.1
CCC(C)NC(=O)Nc1ccccc1C (configuration not stated)	0.9	0.0	1.2	0.4
O=C(Nc1nccs1)C1C2CC/C=C\CCC21 (configuration not stated)	6.0	0.3	-1.4	1.3
O=C(NCc1ccccc1F)c1ccc(N2CCC(NCC3COCCO3)CC2)cc1 (configuration not stated)	8.5	0.1	1.4	-1.2
O=C(NCCCN1CCOCC1)c1cc(Cl)ccc1[N+](=O)[O-]	7.8	0.5	6.5	-0.4
CC(=O)Nc1ccc(Nc2nc(N3CCC(N4CCOCC4)CC3)nc3c2ncn3-c2ccsc2)cc1	-8.5	-0.3	46.2*	-1.1
COc1ccc(NC(=O)CSc2cn(Cc3cccc(F)c3)c3ccccc23)cc1	17.3	0.3	5.6	0.2
O=C(CSc1nnnn1-c1ccc2c(c1)OCO2)Nc1cccc(O)c1	7.6	0.1	-5.3	-1.9
CCOc1cc(/C=C2/SC(=Nc3ccc(C)cc3)NC2=O)ccc1OCc1cccc2ccccc12	-7.5	0.9	1.0	-0.4
Cc1ccccc1-c1nc(CN2CCC(C(=O)NC3CCCC3)CC2)c(C)o1	1.9	0.6	-1.9	0.4
COC(=O)c1ccc(C(=O)OC)c(NC(=O)C2CC2)c1	0.7	0.0	3.8	-0.2
CCOC(=O)N1CCN(S(=O)(=O)c2ccc(SC)cc2)CC1	-5.8	0.1	9.5	2.7
CCOCCn1c(=O)c2c(nc3n(-c4ccccc4CC)c(C)c(C)n23)n(C)c1=O	10.9	0.2	-1.8	-0.9

Molecules shown so far that contain a cyano group:
SMILES	MITF primary	FBW7 act	TEAD-YAP inh	GPR151 activ
COc1ccc(C(=O)N(CC#N)CC#N)cc1OC	6.7	0.0	-2.2	0.1
Cn1nnnc1SCC(=O)c1ccc(C#N)cc1	4.5	0.0	1.3	-2.2

Next part
SMILES	MITF primary	FBW7 act	TEAD-YAP inh	GPR151 activ
C=CCn1c(SCC(=O)Nc2ccc(OCC)cc2)nc2sc(CC)cc2c1=O	1.0	0.0	-2.5	0.9
CCCOC(=O)C1=C(C)NC2=C(C(=O)CC(C)(C)C2)C1c1ccccn1 (configuration not stated)	-5.5	0.1	2.8	-0.2
CC1CCN(Cc2cc(COC(C)C)c3cccnc3c2O)CC1	85.4*	-1.1	15.3	-3.3
O=C(/C=C/c1ccccc1[N+](=O)[O-])c1ccco1	22.0	0.2	-6.2	-1.5
O=[N+]([O-])c1cccc(C2=Nc3ccccc3C(c3ccccc3)(c3ccccc3)O2)c1	1.1	0.1	-1.4	0.6
CC(=O)c1ccc(NC(=O)/C=C/c2ccc(Cl)cc2)cc1	-19.5	-0.1	-47.8	0.3
O=C(CN1CCC(c2ccc(F)cc2)CC1)N1CCOCC1	17.2	-0.1	-8.2	1.5
Brc1ccc(CSc2ccc(-c3cccs3)nn2)cc1	0.8	0.0	-4.9	-0.6
Cc1nc2sc(C(c3ccccc3Cl)N3CCC4(CC3)OCCO4)c(O)n2n1 (configuration not stated)	60.0*	0.1	3.7	3.6
S=C(NCCn1cc(Cl)cn1)NCc1ccc(Cl)cc1	-3.7	-0.1	8.5	-0.8
CC(OC(=O)c1cc(=O)c2ccccc2o1)C(=O)Nc1ncc(Cl)cc1Cl (configuration not stated)	-2.1	0.0	6.0	-2.1
CCC1Sc2ccccc2N(CC(=O)NCc2ccccc2Cl)C1=O (configuration not stated)	14.2	0.1	-10.9	-1.2
CCCCNC(=O)CCCNC(=O)Cn1cnc2sc3c(c2c1=O)CCCC3	0.7	0.0	5.9	-0.5
Cc1cccc(NC(=O)CCc2nc3cccnc3n2Cc2cccs2)c1	4.0	0.6	-2.2	-2.8
Cc1nc2sccn2c1C(=O)N1CCc2c([nH]c3ccccc23)C1c1ccccn1 (configuration not stated)	18.6	0.3	-12.1	-1.1
Clc1ccc(Cl)c(Nc2ncnc3sc4c(c23)CCCC4)c1	-3.9	-0.2	-7.4	1.9
O=C(O)CCN=C1CCc2ccccc2N1	-2.0	-0.1	-1.1	0.1
CSc1ncc(C(=O)NCc2ccccc2)c(C)n1	4.5	0.2	4.5	3.9
O=C(/C(Cl)=C/Nc1ccccn1)C(F)(F)F	-1.4	-0.1	-14.5	2.4
COc1cc(N)c(Cl)cc1C(=O)OCCCN1CCCCC1	2.6	0.0	/	0.6

5 compounds from above, reduced to FBW7 act, GPR151 activ and MITF primary:
SMILES | FBW7 act | GPR151 activ | MITF primary
CCC1Sc2ccccc2N(CC(=O)NCc2ccccc2Cl)C1=O (configuration not stated) | 0.1 | -1.2 | 14.2
CCCCNC(=O)CCCNC(=O)Cn1cnc2sc3c(c2c1=O)CCCC3 | 0.0 | -0.5 | 0.7
Cc1cccc(NC(=O)CCc2nc3cccnc3n2Cc2cccs2)c1 | 0.6 | -2.8 | 4.0
Cc1nc2sccn2c1C(=O)N1CCc2c([nH]c3ccccc23)C1c1ccccn1 (configuration not stated) | 0.3 | -1.1 | 18.6
Clc1ccc(Cl)c(Nc2ncnc3sc4c(c23)CCCC4)c1 | -0.2 | 1.9 | -3.9

Later entries
SMILES	MITF primary	FBW7 act	TEAD-YAP inh	GPR151 activ
Cc1ccc2nc(CN3CCCC(C(N)=O)C3)nc(N3CCSCC3)c2c1 (configuration not stated)	0.7	0.0	-8.3	-0.1
NC(=O)COC(=O)/C=C/c1cccc(C(F)(F)F)c1	3.9	0.2	2.6	2.4
Cc1sc(NC(=O)CN2CCN(C(=O)C3CCC3)CC2)c(C(N)=O)c1C	4.1	-0.1	10.6	0.4
COc1cc(C(C(=O)Nc2c(C)cccc2C)N(C)C(=O)c2ccc(-n3cnnn3)cc2)ccc1O (configuration not stated)	-3.1	-0.1	-3.8	-1.2
CCOc1ccccc1NC(=O)NC1(C(=O)NCc2ccncc2)CCCCC1	-2.5	0.0	1.6	0.3
CC1=NN(c2nc(-c3cccc([N+](=O)[O-])c3)cs2)C(=O)C1	4.0	0.6	10.2	-0.3
Fc1ccccc1C(c1nnnn1Cc1ccco1)N1CCN(c2ccccc2F)CC1 (configuration not stated)	-4.8	-0.1	3.9	-0.7
COc1ccccc1NC(=O)C(=O)N/N=C(\C)CC(=O)Nc1ccc2c(c1)OCCO2	-3.7	0.0	0.0	-0.4
COCCn1c(=NC(=O)c2ccc(F)cc2)sc2cc(OC)ccc21	2.0	0.0	4.8	2.4
CCOC(=O)c1oc2ccc(S(=O)(=O)N3CCCC(C)C3)cc2c1C (configuration not stated)	5.2	-0.2	-3.0	0.2
C=CCOC(=O)C1=C(C)NC(=O)NC1c1ccc(OC)c(OC)c1 (configuration not stated)	-9.0	0.0	-11.0	-0.2
O=c1nc(/C=C/c2cc(Cl)cc(Cl)c2OCc2ccccc2F)cc(C(F)(F)F)[nH]1	-1.2	-0.1	16.5	0.1
CCc1ccccc1NS(=O)(=O)c1cccc2nsnc12	-5.4	-0.2	-8.0	0.6
O=C(COc1ccc(Cl)cc1Cl)N1CCC(CN2C(=O)c3cccc4cccc(c34)C2=O)CC1	7.1	0.9	3.1	0.0
CC1CCN(C(=O)CN(C)S(=O)(=O)c2cc3c(cc2Cl)NC(=O)CO3)CC1	0.6	-0.1	-1.9	-0.1
Clc1ccc(-c2csc(-c3nc(-c4ccc(Cl)cc4)cs3)n2)cc1	5.0	0.6	1.2	-0.2
CC(C)c1ccc(SCc2c(-c3ccccc3)cn3ccccc23)cc1	7.1	-0.1	1.8	-0.8
COC(=O)c1scc(C)c1NC(=O)CCl	-1.2	-0.1	8.9	0.5
COCCNC(=S)Nc1c(C)n(C)n(-c2ccccc2)c1=O	-8.4	-0.1	-6.0	1.0
COc1cccc(S(=O)(=O)Nc2cccc(C(C)=O)c2)c1	2.8	0.2	2.4	1.2
Cc1cccc(CN2CCN3C(=O)[C@H](Cc4ccccc4)NC(=O)[C@H]3C2)c1	-3.4	-0.3	7.3	-0.4
O=C(c1ccc2c(c1)OCCO2)N1CCn2c(CO)nnc2C1	7.0	0.1	-1.0	1.4

Source: PubChem BioAssay (The Scripps Research Institute Molecular Screening Center)
